# Screening data (PubChem)
# Growth percent in the NCI-60 one-dose screen (48 h, 10 µM unless noted): 100 = growth as untreated, 0 = no growth, -100 = all killed.
# HOP-62 = HOP-62 NSCLC; 80,000 tested, 3.9% active; AID 1794735
# HOP-92 = HOP-92 NSCLC cells. 71,000 tested, 6.3% active. AID 1794738
# EKVX = EKVX NSCLC | 71,000 tested, 3% active | AID 1794765
# MOLT-4 = MOLT-4 leukemia cells. 80,000 tested, 6.9% active
# CCRF-CEM = CCRF-CEM leukemia; AID 1794778; 77,000 tested, 7% active
# SR = SR leukemia cells. 73,000 tested, 8.7% active. AID 1794780
# A549/ATCC = A549/ATCC NSCLC; 81,000 tested, 3.7% active
# RPMI-8226 = RPMI-8226 leukemia cells. AID 1794781. 77,000 tested, 7.5% active
# The depositor's hits bear a star; / = no result given; & = joins results of further samples. The calls were made as follows: active = growth percent below 10; inactive = the rest. Random draw from the library; any-hit rate near 12%.
SMILES,HOP-62,HOP-92,EKVX,MOLT-4,CCRF-CEM,SR,A549/ATCC,RPMI-8226
COc1cc(Cn2ccc3c2-c2oncc2CC3)cc(OC)c1,/,57,54,38,30,24,36,35
N#Cc1ccc2ccccc2c1,94,93,108,89,103,117,108,94
FC(F)(F)c1cccc(COCCN2CCN(Cc3cccc(C(F)(F)F)c3)CC2)c1,88,76,87,91,84,71,83,80
COc1ccc(S(=O)(=O)N(C)C)cc1N,102,106,99,86,134,85,110,120
CC1(C)CSC(=S)N1,106,100,96,103,108,/,94,94
O=C(O)c1ccc(-n2cc(CNc3ccc(CCO)cc3)c(-c3ccccc3)n2)cc1,112,116,101,98,104,106,98,120
COc1ccc(C2CC(n3ccnc3)c3cc(OC)c(OC)c(OC)c32)cc1O (stereo not given),81,60,101,90,91,35,56,95
O=C(O)c1cc(N=C2C=CC(=C(c3ccccc3)c3ccc(Nc4ccc(Cl)c(C(=O)O)c4)cc3)C=C2)ccc1Cl,105,115,115,95,99,/,90,95
COc1ccc(Nc2nc(/N=C/c3ccc(Cl)cc3)n[nH]2)cc1,115,122,92,100,107,88,105,107
CC(=O)OCC1OC(n2ccc(=O)[nH]c2=O)CC1N=[N+]=[N-] (stereo not given),99,/,/,97,93,97,/,98
COc1ccc2c(=O)c(C(=O)O)c[nH]c2c1,113,68,114,97,95,/,103,97
CCOC(=O)c1ccc(NC(=S)NC(=O)c2ccc(NC(=O)C(C)C)cc2OC)cc1,54,34,36,-60*,9.8*,1.0*,80,1.0*
Brc1ccc(-c2cnc3nonc3n2)cc1,105,87,72,37,30,20,92,31
CN1CCCN(Cc2ccc(C(=O)Nc3cccc(Nc4ccc5c(O)cccc5n4)c3)cc2C(F)(F)F)CC1,-70*,-52*,-87*,9.6*,8.4*,11,-61*,2.6*
S=C(SCc1ccc(Cl)cc1)N1CCN(C(=S)SCc2ccc(Cl)cc2)CC1,109,77,95,44,73,93,97,82
O=C(O)c1cn(C2CC2)c2cc(N3CCN(C(=O)N4CCOCC4)CC3)c(F)cc2c1=O,106,96,101,117,108,116,108,108
C=CC(O)CCCCC (stereo not given),108,87,101,103,100,101,98,94
Clc1ccc(Cl)c(N=Cc2ccc3c(c2)OCO3)c1,101,/,99,106,106,114,97,100
CC(=O)Oc1ccc(C2OC(c3ccc4ccccc4c3OC(C)=O)=NN2C(C)=O)c(OC(C)=O)c1 (stereo not given),15,/,/,2.6*,7.2*,/,6.8*,21
Fc1ccc(NC(c2ccc(OC(F)F)c(OC3CC3)c2)c2nnnn2C2CCCCC2)cc1 (stereo not given),78,77,63,47,87,85,61,57
Cc1ccnc(NC(c2cccc(OCc3ccccc3)c2)c2ccc3cccnc3c2O)c1 (stereo not given),108,82,/,90,78,92,101,83
COC(=O)C(N)Cc1cnc[nH]1 (stereo not given),104,/,/,99,79,88,98,96
O=C(C=P(c1ccccc1)(c1ccccc1)c1ccccc1)CCl,14,-52*,/,-36*,-3.6*,3.5*,23,-19*
CCOC(=O)C1=C(N)Oc2c(ccc3ccccc23)C1c1ccccc1 (stereo not given),80,77,81,90,96,77,97,91
O=C1/C(=C\c2ccc3ccccc3c2)Sc2ccc(Cl)cc21,94,73,87,99,102,81,108,/
S=C(S)OCCSc1nnc(SCCOC(=S)S)s1,106,99,104,100,95,98,93,107
Cc1nc(O)c(C)c(=O)[nH]1,94,78,95,103,101,106,89,101
C=CCC(O)c1ccc2c(c1)OCO2 (stereo not given),102,102,115,100,104,99,97,103
O=C(O)C(Cc1ccccc1)N1C(=O)C=CC1=O (stereo not given),97,95,/,95,104,87,105,106
CSc1nc(N)c(CNc2ccccc2)c(=O)n1C,76,/,90,96,90,82,100,71
COc1ccc2nc(OC)c(-c3nc4c(cnn4-c4ccccc4)c(=O)[nH]3)cc2c1,120,92,108,96,82,98,94,83
CCCCNC(=O)c1c(C)[nH]c(/C=C/C(=O)c2ccc(C(F)(F)F)c(F)c2)c1C,73,99,98,92,98,79,84,94
O=C1CCSc2c1ccc1ccccc21,100,/,105,98,91,101,102,97
OCC(O)COc1ccc(Cl)cc1 (stereo not given),80,/,87,114,99,/,103,90
NS(=O)(=O)c1cccc(Nc2nc(SCC(=O)c3ccc(Br)cc3)nc3c2CCCC3)c1,48,64,102,104,102,101,97,100
NC(=O)C1(Nc2ccccc2Cl)CCCC1,97&99,79,113,102&103,112&98,103&95,103,113&95
CCCCCC(=O)Oc1ccc(/C(=C(\C)c2ccccc2)c2ccc(OCCN(CC)CC)cc2)cc1,92,53,93,46,64,18,68,46
CSc1nc(N)c2[nH]cnc2n1,102,82,105,110,99,106,107,113
CCOc1ccc2ccccc2c1C(Cc1ccccc1)NC (stereo not given),72,58,93,96,93,85,97,78
COc1ccc2cc(C(C)C(=O)Nc3ccc(S(=O)(=O)N=C(N)N)cc3)ccc2c1 (stereo not given),99,/,106,100,/,98,93,99
Clc1ccc2nc(C(Cl)(Cl)Cl)[nH]c2c1,89,84,98,100,112,94,107,102
CCCCCCCCN(CCCCCCCC)CCCCCCCC,109,87,116,/,86,/,108,96
CCN(CC)c1ccc(C=O)c(OCc2cn(CC(=O)Nc3ccc(F)cc3Cl)nn2)c1,106,79,87,57,67,57,90,70
COC(=O)/C=C1/S/C(=N/NC(=O)COc2cc(=O)n(C)c3ccccc23)N(Cc2ccccc2)C1=O,100,87,86,100,99,93,104,102
Oc1ccc(Cc2ccc(Cl)cc2)c(O)c1,98,88,102,91,90,/,100,78

# Structural class, the compounds so far with two or more sulfur atoms
SMILES,HOP-62,HOP-92,EKVX,MOLT-4,CCRF-CEM,SR,A549/ATCC,RPMI-8226
CC1(C)CSC(=S)N1,106,100,96,103,108,/,94,94
S=C(SCc1ccc(Cl)cc1)N1CCN(C(=S)SCc2ccc(Cl)cc2)CC1,109,77,95,44,73,93,97,82
S=C(S)OCCSc1nnc(SCCOC(=S)S)s1,106,99,104,100,95,98,93,107
NS(=O)(=O)c1cccc(Nc2nc(SCC(=O)c3ccc(Br)cc3)nc3c2CCCC3)c1,48,64,102,104,102,101,97,100

# Individual results from the list.
# For HOP-92, COc1ccc2nc(OC)c(-c3nc4c(cnn4-c4ccccc4)c(=O)[nH]3)cc2c1 is entered as 92
# For HOP-92, CCCCCCCCN(CCCCCCCC)CCCCCCCC is entered as 87
# For A549/ATCC, NS(=O)(=O)c1cccc(Nc2nc(SCC(=O)c3ccc(Br)cc3)nc3c2CCCC3)c1 is entered as 97
# For SR, O=C1CCSc2c1ccc1ccccc21 is entered as 101
# For EKVX, Oc1ccc(Cc2ccc(Cl)cc2)c(O)c1 is entered as 102

# Complete entries, looked up by structure. Values in the order: HOP-62 | HOP-92 | EKVX | MOLT-4 | CCRF-CEM | SR | A549/ATCC | RPMI-8226
# `COC(=O)/C=C1/S/C(=N/NC(=O)COc2cc(=O)n(C)c3ccccc23)N(Cc2ccccc2)C1=O` is entered as 100 | 87 | 86 | 100 | 99 | 93 | 104 | 102
# `COc1ccc2nc(OC)c(-c3nc4c(cnn4-c4ccccc4)c(=O)[nH]3)cc2c1` is entered as 120 | 92 | 108 | 96 | 82 | 98 | 94 | 83

# Other records.
SMILES,HOP-62,HOP-92,EKVX,MOLT-4,CCRF-CEM,SR,A549/ATCC,RPMI-8226
Cn1ncc2c(Nc3ccc(O)cc3)nc(Cl)nc21,96,104,88,94,92,75,96,79
CN(C)CCOC(=O)Nc1nc2ccc(C(=O)c3ccccc3)cc2[nH]1,105,86,97,110,97,67,97,98
CC/C(C)=C(\C)C(=O)O,95,/,/,101,/,107,101,107
COc1ccc(C#CC(=O)O)c(OC)c1,113,104,116,94,91,97,100,100
O=C(Nc1ccccc1O)c1ccccc1Nc1ccnc(C(F)(F)F)c1,99,88,93,74,85,76,114,57
COc1cc2c3c(n(CCCN4CCCCC4)c(=O)c2cc1OC)-c1cc2c(cc1C3=O)OCO2,-71*,-77*,-56*,/,-12*,/,-58*,-47*
C#CCOc1ccc(/C=N/Nc2nc(-c3ccc(F)cc3)cs2)cc1,107,81,89,88,92,94,95,87
COc1ccc(OCC(=O)Nc2ccc(-c3nc4ccccc4s3)cc2OC)cc1,68,68,66,72,120,82,88,91
COc1cc(/C=C/C(=O)c2ccc(F)cc2)ccc1OCCCCOc1cc2c(cc1OC)C(=O)N1CCCC1C=N2 (stereo not given),/,-44*,8.3*,-19*,-30*,/,46,-27*
CCCCc1oc2ccc([N+](=O)[O-])cc2c1C(=O)c1ccc(C#Cc2ccccc2F)cc1,99,66,88,85,93,91,95,86
O=C(Cn1cc(COn2nnc3ccccc32)nn1)Nc1ccc(Br)cc1,106,113,102,102,111,97,101,110
COc1ccc(-n2c(-c3ccccc3)c(-c3ccccc3)c3c(SCC(=O)N/N=C/c4ccc([N+](=O)[O-])cc4)ncnc32)cc1,100,88,87,105,99,107,89,84
COC(=O)c1nc(-c2ccccc2)oc1S(=O)(=O)n1nc(-c2ccccc2)cc1N,101,72,96,18,27,1.7*,102,57
O=C1NC(=O)C(c2ccc(Cl)cc2Cl)N1 (stereo not given),111,107,113,94,93,93,101,109
O=C(c1ccccc1)N(C(=S)NCCc1ccc(Cl)cc1)c1ccc(Cl)cc1,91,76,84,-11*,81,/,82,63

# Part of the list above in order of molecular weight, rising:
SMILES,HOP-62,HOP-92,EKVX,MOLT-4,CCRF-CEM,SR,A549/ATCC,RPMI-8226
Cn1ncc2c(Nc3ccc(O)cc3)nc(Cl)nc21,96,104,88,94,92,75,96,79
COc1ccc(OCC(=O)Nc2ccc(-c3nc4ccccc4s3)cc2OC)cc1,68,68,66,72,120,82,88,91
O=C(c1ccccc1)N(C(=S)NCCc1ccc(Cl)cc1)c1ccc(Cl)cc1,91,76,84,-11*,81,/,82,63

# (continued)
SMILES,HOP-62,HOP-92,EKVX,MOLT-4,CCRF-CEM,SR,A549/ATCC,RPMI-8226
CC1=CC23OCC(=O)N2c2ccccc2C(O)C3C(C)=C1 (stereo not given),99,99,93,96,91,111,91,87
Cc1cc(NCc2cc(Nc3ccnc4cc(Cl)ccc34)ccc2F)nc(N2CCN(c3ccccc3)CC2)n1,62,21,65,/,-7.8*,-25*,51,43
CC(C)C(C#N)c1ccccc1 (stereo not given),101,/,113,108,117,/,98,130
NC(=O)CSc1nnc(CCC(=O)c2nc3ccccc3[nH]2)s1,103,/,97,102,124,91,114,124
O=C(Nc1ncc(Cc2cccc(C(F)(F)F)c2)s1)c1ccc(-n2cnnn2)cc1,104,86,40,39,55,61,34,52
O=c1cc(-c2sc(C3CCOCC3)nc2-c2ccccc2)c2cc(Cl)ccc2o1,42,83,91,59,72,29,45,62
O=C(CSc1nnc(-c2ccc3nc(-c4ccccc4)[nH]c3c2)o1)Nc1ccccc1,111,105,97,83,79,83,102,83
Cc1ccc(C(C)C)c(O)c1NC(=S)N/N=C\c1cc(Cl)ccc1O,57,76,35,21,37,38,49,55
O=S(=O)(NC1CCCCC1)c1ccccc1,86,76,100,111,88,107,94,98
Nc1ccc(OCc2ccccc2)cc1,105,92,110,95,84,/,94,90
NNC(=S)Nc1ccccc1,103,52,112,84,106,78,95,106
COc1ccc2c(c1)sc1nc(-c3ccccc3)c(-c3cnccn3)n12,107,/,117,93,89,113,104,112
CC(C)CCSc1nc(NCCO)c(C#N)c(-c2ccc(F)cc2)n1,99,/,93,66,84,80,95,105
Nc1c(Br)cc(Br)c(C(=O)O)c1Br,101,/,98,105,/,103,103,/
N#Cc1c(-c2ccc([N+](=O)[O-])cc2)cc(-c2c[nH]c3ccccc23)nc1-c1c[nH]c2ccccc12,100,98,82,100,103,85,96,96
Cc1ccc(-n2c(-c3ccccc3)c(-c3ccccc3)c3c(SCC(=O)NN)ncnc32)cc1,75,64,84,66,94,90,81,81
COc1ccc(C2CC(c3ccc(S(=O)(=O)NCCNc4nc(N(C)C)nc(N5CCOCC5)n4)cc3)=Nc3c(N)nc(N)nc3N2)cc1 (stereo not given),82,19,82,41,72,44,91,43
N=c1cc(N)nc2n1NC(=O)c1ccccc1N2,104,86,106,118,95,104,96,89
